Screening results: PubChem, several laboratories
m-calpain inh: inhibitors of pig calpain II; 220,000 compounds, 0.37% hits; purified calpain II, fluorogenic peptide substrate, 30 min; inhibition, % at 16 µM;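 active means inhibition above about 50%, limit read from the data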
Furin inh: human furin inhibition. 220,000 compounds, 0.061% hits. AID 463115. purified furin, fluorogenic substrate cleavage. inhibition, % at 30 µM. P09958; in the data active means inhibition above about 25%; further: inactives centre near -15
FXIIa inh 1536: inhibitors of human coagulation factor XIIa; inhibition, % at 5 µM; 220,000 compounds, 0.3% hits; AID 800; purified FXIIa, Boc-QGR-AMC fluorogenic substrate, 2 h; P00748; in the data active means inhibition above about 40%;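 further: 0% = enzyme with no compound and 100% = blank without enzyme; many of its hits are not listed in these tables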
FXIa inh: inhibitors of human coagulation factor XIa. P03951. purified FXIa, Boc-Glu-Ala-Arg-AMC fluorogenic substrate. inhibition, % at 5 µM. 220,000 compounds, 0.14% hits. AID 798;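 active means inhibition of at least 40%; inactive means inhibition below 40%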;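 further: fluorescence of freed AMC excited at 355 nm; 0% = enzyme without compound and 100% = no enzyme blank; many of its hits are not listed in these tables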
Target sequence (P03951 19-387 limits assumed): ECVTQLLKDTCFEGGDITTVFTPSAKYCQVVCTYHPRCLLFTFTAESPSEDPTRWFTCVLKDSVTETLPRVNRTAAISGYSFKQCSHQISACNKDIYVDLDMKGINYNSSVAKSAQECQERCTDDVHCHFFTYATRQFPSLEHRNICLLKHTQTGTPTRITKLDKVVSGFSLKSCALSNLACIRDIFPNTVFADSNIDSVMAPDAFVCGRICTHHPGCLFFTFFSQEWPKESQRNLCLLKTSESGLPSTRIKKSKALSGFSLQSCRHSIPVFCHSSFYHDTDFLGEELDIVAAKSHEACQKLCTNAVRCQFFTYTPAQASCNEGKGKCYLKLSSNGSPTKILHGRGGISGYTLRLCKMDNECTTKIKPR
Target sequence (P03951 388-625 limits assumed): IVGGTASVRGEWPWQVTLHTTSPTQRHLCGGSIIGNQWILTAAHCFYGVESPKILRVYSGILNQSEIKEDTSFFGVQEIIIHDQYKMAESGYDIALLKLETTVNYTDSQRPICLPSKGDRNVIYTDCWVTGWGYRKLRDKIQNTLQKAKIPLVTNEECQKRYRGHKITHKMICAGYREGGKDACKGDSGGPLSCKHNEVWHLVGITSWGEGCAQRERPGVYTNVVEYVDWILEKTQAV
Rad51 HR inh: Rad51 (human) homologous recombination inhibition; Q06609; hRad51 DNA strand exchange, fluorescence dequenching; inhibition, % at 10 µM; 200,000 compounds, 0.085% hits; AID 1385;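 active means inhibition above 40% at the single screening dose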;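 further: 0% = DMSO control wells and 100% = blanks with heterologous ssDNA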
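Test system: preformed human Rad51 ssDNA filaments; also added: Donor/quencher-labelled 47-bp dsDNA substrate; doses: 10 µM final, single point; times: 37 °C 15-min filament assembly, 30-min compound preincubation, 15-min exchange; detection: FRET fluorescence dequenching, excitation 485 nm, emission 520 nm; read-out basis: Fluorescence-based percent inhibition, control- and blank-normalised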
Cl transport mod: KCC2 (human) Cl- transport modulation; Q9H2X9; KCC2 cells, thallium flux FluoZin-2 fluorescence; B-score of Tl+ flux slope (higher = more flux/activation; lower = inhibition) at 10 µM; 190,000 compounds, 2.2% hits; AID 1456;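 active means thallium flux slope and its plate-corrected score both differing from the plate sample mean at a set confidence after two filtering rounds, in either direction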;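 further: slope of fluorescence scaled to starting intensity during 10 to 20 s after thallium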
thrombin 1536: thrombin (human) inhibition. inhibition, % at 5 µM. alpha-thrombin, Boc-VPR-AMC fluorogenic substrate cleavage. P00734. 220,000 compounds, 0.26% hits;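 active means inhibition at or above 40%; inactive means inhibition below 40%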;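 further: 0% = enzyme with no compound and 100% = wells without enzyme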
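Test system: human alpha-thrombin; medium: pH 7.5 Tris-saline with Tween 20; times: reaction at room temperature; signal: AMC fluorescence at 355 nm excitation and 460 nm emission; also added: Boc-VPR-AMC substrate, 15 µM final; dosing: one concentration per compound, 5 µM, with 0.2% DMSO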
PERK inh: inhibitors of human PERK kinase | CHO PERK-DD fusion, SEAP luminescence translation reporter | inhibition, % at 5.6 µM | 220,000 compounds, 0.17% hits | AID 1416;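 active means inhibition above the mean inhibition of all tested compounds plus 3 SD, set separately per screening campaign, cut at about 2.9% in these data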;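 further: PERK kinase domain activated by AP20187 dimerizer at 100 nM; 0% = DMSO with dimerizer and 100% = rapamycin at 8.4 µM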
KLK5 inh: inhibitors of human kallikrein 5 | AID 873 | 210,000 compounds, 0.59% hits | recombinant hK5, fluorogenic AMC substrate cleavage | inhibition, % at 5 µM;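 active means inhibition of 40% or more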;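 further: 0% = enzyme controls without compound and 100% = no-enzyme blanks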
Target sequence (Q9Y337 67-293 limits assumed): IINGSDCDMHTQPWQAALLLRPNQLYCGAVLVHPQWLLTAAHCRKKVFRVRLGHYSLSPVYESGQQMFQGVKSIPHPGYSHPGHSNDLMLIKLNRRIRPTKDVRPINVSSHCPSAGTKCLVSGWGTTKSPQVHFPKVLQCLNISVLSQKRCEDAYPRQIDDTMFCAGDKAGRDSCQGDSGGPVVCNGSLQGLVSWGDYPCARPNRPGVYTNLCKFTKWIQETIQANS
Active calls of the source: *; i = inactive; . = not tested or not shown; [ ] = remark or other dose. Only part of the results is shown; the hit share may differ from the screen's.

Sample of the layout, 3 compounds:
SMILES	m-calpain inh	thrombin 1536	FXIa inh	KLK5 inh	PERK inh	FXIIa inh 1536	Furin inh	Rad51 HR inh	Cl transport mod
Cc1noc(C)c1COC(=O)Cc1ccc(Cl)cc1	13	-5	-3	-8	0.6	0	-14	5	-0.54
COc1ccc(C(=O)Nc2cccc(/C(C)=N/NC(=O)c3ccc([N+](=O)[O-])c(C)c3)c2)cc1OC	-32	4	2	1	0.6	13	-9[20 µM]	3	0.08
CCC1(C)Cc2sc3c(=O)[nH]c(=S)[nH]c3c2CO1 (stereo not drawn)	5	-4	-2	6	0.6	12	-18	4	-0.95

Results, from the start:
SMILES	m-calpain inh	thrombin 1536	FXIa inh	KLK5 inh	PERK inh	FXIIa inh 1536	Furin inh	Rad51 HR inh	Cl transport mod
Cc1noc(C)c1COC(=O)Cc1ccc(Cl)cc1	13	-5	-3	-8	0.6	0	-14	5	-0.54
COc1ccc(C(=O)Nc2cccc(/C(C)=N/NC(=O)c3ccc([N+](=O)[O-])c(C)c3)c2)cc1OC	-32	4	2	1	0.6	13	-9[20 µM]	3	0.08
CCC1(C)Cc2sc3c(=O)[nH]c(=S)[nH]c3c2CO1 (stereo not drawn)	5	-4	-2	6	0.6	12	-18	4	-0.95
CCCSc1nc(N2CCCC2)c2c(c1C#N)CC(C)(C)OC2	3	1	5	-4	-0.1	15	-14[20 µM]	-3	-0.52
O=S(=O)([N-]c1nc2ccccc2nc1-[n+]1ccc(CCCc2ccccc2)cc1)c1cccs1	34	0	2	0	-0.7	7	-11	-13	-2.9
Cc1ccc(-c2cc(O)cc3sc(=O)oc23)cc1C	38	2	3	2	-0.5	9	-16	0	-0.27
Cc1cc(N(CC(=O)NC2CC2)S(C)(=O)=O)ccc1Br	-10	2	9	-12	0.6	13	-10	.	-0.69
CC1(C)Cc2ccccc2C2CC(O)C(=O)N21 (stereo not drawn)	-28	-1	-1	5	-0.3	8	-19	2	1.1
CC12CS(=O)(=O)CC1SC(=S)N2c1ccccn1 (stereo not drawn)	17	-4	0	1	0.8	0	-13	-8	.
CCOc1ccccc1NC(=S)Nc1ncccc1C	-3	12	-6	-10	0.1	1	-16	-7	1.2
COc1ccc(C(C)=O)cc1COc1ccc(-n2cnnn2)cc1	-2	3	4	-5	-0.3	14	-11[20 µM]	2	.
CCOC(=O)N1CCN(c2c(N3CCN(c4ccccn4)CC3)c(=O)c2=O)CC1	11	-1	6	-5	-0.2	13	-14	2	0.13
COC(=O)c1cc(=O)n(Cc2ccc(F)cc2)c(=Nc2ccccc2)s1	13	-4	-1	-2	0.6	2	-16	-1	-0.47
O=C(COC(=O)/C=C/c1ccc(S(=O)(=O)N2CCOCC2)cc1)NC1CCCCCCC1	6	0	3	.	1.3	5	-28	.	0.27
O=c1[nH]c(S)c(/C=C2\C=Nc3ccccc32)s1	17	8	3	-2	1.7	18	-20	-47	2.3
COc1ccc(OCC(=O)N2CCN(C(=O)c3ccc([N+](=O)[O-])cc3)CC2)cc1	-21	-8	0	3	1.3	5	-25	-3	0.87
Cn1nnnc1SCC(=O)N(C1CCCCC1)C1CCS(=O)(=O)C1 (stereo not drawn)	-6	3	3	1	0.7	6	-19	-1	-2.5
COc1ccc(NC(=O)Nc2ccncc2)c(OC)c1	-6	1	-4	-19	1.2	-3	-16	-2	-0.014
COc1ccc(/C=C/CN2CCCC(C(=O)c3ccc(OC)c(F)c3)C2)cc1 (stereo not drawn)	1	-6	-2	.	2.2	4	-24	.	-1.3
O=C(N/C=C/c1ccco1)NCc1ccccc1	-130	2	1	-8	1.3	-2	-29	-21	1.1
CCn1c(SCC(=O)N2CCOCC2)nc2oc3c(Cl)cc(Cl)cc3c(=O)c2c1=O	-102	3	2	-9	0.1	6	-19	-9	1
Cc1ccc(S(=O)(=O)Nc2nc(C)cc(-n3nc(C)cc3C)n2)cc1	-26	-12	-6	-19	-1.2	-12	-6[20 µM]	-5	-0.34
CCOc1cc(NC(=S)NCC2CCCO2)c(OCC)cc1NC(=O)c1ccc(C)cc1 (stereo not drawn)	-106	-11	-10	-9	-0.4	3	-22	11	-0.6
C=CCn1c(Cc2cccs2)nnc1SCC(=O)Nc1cccc(OC)c1	10	0	-1	1	0.1	-8	-21	2	.
CC1CCC(=NNC(=O)Cc2ccccc2)CC1 (stereo not drawn)	3	-6	-7	1	0.8	-1	-27[20 µM]	-12	-0.25
COc1ccc(NCc2nnc(SCC(=O)c3ccc(C)cc3)o2)cc1	-6	6	5	5	-1.0	9	-7[20 µM]	-6	0.57
C=CCNC(=O)CSc1n[nH]c(-c2cc(Cl)ccc2OC)n1	-4	-8	2	1	0.1	13	-14	-12	0.3
CC(NC(=O)CCCCCCN1C(=O)c2ccccc2C1=O)c1ccc2c(c1)CCCC2 (stereo not drawn)	39	-10	-1	-19	0.2	-3	-3	-3	-2.2
CCCCn1c(C)csc1=Nc1cccnc1	1	-5	10	-13	0.2	13	-2	-3	1.3
CCCOCC(O)COc1ccccc1C(=O)N1CCOCC1 (stereo not drawn)	-1	-4	-4	-11	0.8	5	-29	9	-0.6
O=C(NC(=S)Nc1cccc(NC(=O)c2ccc(Cl)cc2Cl)c1)c1cccs1	17	0	12	-1	0.2	16	-15	-4	0.066
COc1ccc(-c2cn(-c3cccc(C)c3)c(=O)[nH]2)cc1OC	-2	-20	8	3	0.1	-1	-5	-4	0.31
Brc1ccc(-c2nc3ncccn3c2Nc2ccc3c(c2)OCCO3)o1	14	-1	-1	13	-1.1	11	-14[20 µM]	-4	.
COC(=O)Cc1c(C)c2cc(Cl)c(OC(=O)c3ccco3)cc2oc1=O	i	-7	-10	i	1.0	-16	-160[20 µM]	-2	-0.16
O=C(Nc1cccc(-c2cnc3ccccc3n2)c1)c1cccc(NC(=O)c2ccco2)c1	-186	2	1	-1	-2.4	7	-21[20 µM]	-11	-0.84
CCOC(=O)N1CCN(Cc2nc(-c3ccc(Cl)cc3)no2)CC1	-10	-1	-10	-9	1.2	-2	-15[20 µM]	-13	0.13
CCOC(=O)C(CCCOc1cccc(CC)c1)C(=O)OCC	18	-8	3	4	-0.3	0	-7[20 µM]	5	-1.5
COc1ccc(C(=O)NC(CC(=O)O)c2cc([N+](=O)[O-])ccc2Cl)cc1 (stereo not drawn)	-19	1	1	-7	1.7	5	-22	36	0.53
Cn1c(Cc2ccccc2)nnc1SCc1nc2ccccc2c(=O)[nH]1	12	-3	2	-4	0.3	-3	-23	2	1.1
CN(C)S(=O)(=O)c1ccc(NC(=O)CN2CCc3ccccc32)cc1	-19	4	1	4	1.0	11	-19	5	0.39
COc1ccc(-c2cc(-c3ccccc3O)[nH]n2)cc1	9	3	0	5	0.1	15	-20[20 µM]	-1	-2
COc1ccc(OC)c(C(=O)CN2CCN(S(=O)(=O)c3ccc(Br)cc3)CC2)c1	-36	2	7	-12	-0.3	9	-17	-9	0.37
Cn1c(CCCOc2ccc(Cl)cc2Cl)nnc1SCC(=O)Nc1cccc(F)c1	4	-15	0	8	0.3	2	-12	2	-0.051
COCCN(CC(=O)NCc1ccc(F)cc1)C(=O)CCC(=O)Nc1ccccn1	21	5	-4	-2	0.7	7	-16	13	-0.21
C=CCn1c(CCNC(=O)c2cccs2)nnc1SCC(=O)c1cccc([N+](=O)[O-])c1	0	2	20	-4	0.2	29	-18[20 µM]	-5	-0.27
COCCn1c(SCCOc2ccccc2)nc2ccccc2c1=O	22	-3	-8	-25	-0.2	-2	-30	2	-0.56
COc1ccc(NC(=O)CSc2n[nH]c(-c3ccco3)n2)cc1	0	-8	-1	4	0.5	9	-17	1	0.4
CC(C)CC1c2[nH]c3ccccc3c2CCN1CCCn1cccn1 (stereo not drawn)	-59	2	0	.	-0.3	4	-30	.	.
S=C(NCc1ccccn1)Nc1ccc(Cl)c(Cl)c1	5	-8	2	-8	1.8	17	-2[20 µM]	.	-1.1
CCSC(=S)Nc1c(C)n(C)n(-c2ccccc2)c1=O	-23	1	-4	-19	2.7	-5	-27	5	0.96
CCN(CC)c1ccc(/C=N/NC(=O)CCC(=O)NCc2ccccc2)c(O)c1	-8	1	1	10	0.1	9	-17	-2	-0.51
CCOC(=O)C(=O)N(CC)C1CCS(=O)(=O)C1 (stereo not drawn)	30	-1	7	-5	1.2	8	-22	23	0.05
CCCCCOP(=O)(c1ccccc1)c1ccccc1	2	-8	1	-6	0.7	8	-15	-7	-1.4
O=C(Nc1cccc(S(=O)(=O)NC2=NCCC2)c1)C1CC(=O)N(c2ccc3c(c2)OCCO3)C1 (stereo not drawn)	-53	-12	-1	-2	1.5	8	-13	2	0.16
O=C(NCCCN1CCOCC1)c1cccs1	-13	1	15	-12	1.5	27	-11[20 µM]	-4	.
CC(=O)c1ccc(N=C2SCCCN2C(=O)C2CCCCC2)cc1	1	-1	-3	-4	-0.8	4	-18	3	0.00023
c1ccc(-c2cc(-c3nn4c(-c5ccco5)nnc4s3)c3ccccc3n2)cc1	-248	4	3	-15	-0.4	9	-18[20 µM]	-13	-0.66
CCN(CC)CCCNc1oc(-c2ccc(OC)c(OC)c2)nc1C#N	i	-1	-2	-2	-0.8	6	-52	-4	.
Cc1ccc(O)c(CC(C)C)n1	-43	3	2	2	1.7	7	1	-4	1.9
O=C(CN1CCCC1=O)NC1(C(F)(F)F)NC(=O)N(Cc2ccccc2)C1=O (stereo not drawn)	16	-6	0	-5	0.7	5	-28[20 µM]	-7	1.3

More structures.
SMILES	m-calpain inh	thrombin 1536	FXIa inh	KLK5 inh	PERK inh	FXIIa inh 1536	Furin inh	Rad51 HR inh	Cl transport mod
COc1nc(OC)nc(N2CCC(C(=O)NCc3ccc(F)cc3)CC2)n1	14	-2	18	11	0.7	15	-20	0	.
CC1(C)CC(=O)c2cnc3c(C#N)cnn3c2C1	-39	3	-3	-10	2.5	2	-21	-34	0.39
CCN(CC)S(=O)(=O)c1ccc(NS(=O)(=O)CC23CCC(CC2=O)C3(C)C)cc1 (stereo not drawn)	-4	3	7	-24	0.8	15	-6	0	-0.45
COC(=O)C1=C(CN2CCCc3ccccc32)NC(=O)NC1c1ccc(F)cc1 (stereo not drawn)	-42	5	6	-15	0.5	19	-15	-7	-0.19
CCN(CC)c1ccc(/C=N/NC(=O)CC(C)C)cc1	-226	-9	2	2	1.1	6	-15	0	0.14
COC(=O)CC1C(=O)NCCN1C(=S)Nc1ccccc1 (stereo not drawn)	-2	-10	-1	-16	0.5	2	-8	7	1.1
CN1C(=O)CC(N2CCN(CCN=CC3=C(O)CC(C)(C)CC3=O)CC2)C1=O (stereo not drawn)	-18	-9	-7	-4	0.3	-6	-17	-4	1.3
Cc1ccc(-n2cc(-c3ccccc3)c3c(N4CCOCC4)ncnc32)cc1	2	-8	-2	-4	-0.3	0	-13	2	-0.86
CCCc1c(C)c(C#N)c2nc3ccccc3n2c1NCCCN1CCOCC1	-70	-6	-21	-6	0.2	-19	-21	0	-0.97
CCOC(=O)c1sc(NC(=O)/C=C/c2c(F)cccc2Cl)nc1C	-25	2	-7	-20	0.4	2	-16	.	-0.3
CCOC(=O)NC(=S)c1ccc[nH]1	6	-4	-3	-17	0.4	3	-5	-4	-0.25
